Source: PubChem (The Scripps Research Institute Molecular Screening Center)
SRC1 TRFRET art: flags TR-FRET format artefacts in PPARgamma SRC-1 recruitment agonist screen; TR-FRET detection artefact counter-screen, emission ratio; hits give high values; TR-FRET ratio at 8 µM; 99,000 compounds, 0.34% hits; in the data active means TR-FRET ratio above about 2300; further: inactives centre near 1800; reference of the scale not given here
SRC3 TRFRET art: flags TR-FRET format artefacts in PPARgamma SRC-3 recruitment agonist screen | TR-FRET artefact counter-screen, PPARgamma/SRC-3 format; hits give high values | TR-FRET ratio at 8 µM | 99,000 compounds, 0.39% hits | AID 1048; in the data active means TR-FRET ratio above about 2000; further: inactives centre near 1600; reference of the scale not given here
* hit, by the source's call. Some of the compounds tested; rates above refer to the full screens.

The opening 7 entries, to show the layout:
SMILES | SRC1 TRFRET art | SRC3 TRFRET art
O=C(Nc1ccn(Cc2ccccc2)n1)c1ccc2c(c1)OCO2 | 1593 | 1412
O=C1NCCN(Cc2ccc(Cl)c(F)c2)C1CC(=O)N1CCCO1 (stereo not drawn) | 1504 | 1565
O=c1c(-c2ccc(O)cc2)coc2cc(OC3OC(CO)C(O)C(O)C3O)cc(O)c12 (stereo not drawn) | 1554 | 1285
COc1ccc(OCC(O)CNCc2ccco2)cc1 (stereo not drawn) | 1907 | 1613
CN1C[C@@H]2C[C@@H](c3ccc(C#CC(C)(C)O)s3)N3CCC[C@@]23C1=O | 1676 | 1631
O=C(N/N=C/c1ccccc1Cl)c1n[nH]c2c1CCCC2 | 1825 | 1610
Cc1ccc(C2(c3noc(CN4CCC(c5ccncc5)CC4)n3)CCCC2)cc1 | 1878 | 1787

The listing, from the first entry:
SMILES | SRC1 TRFRET art | SRC3 TRFRET art
O=C(Nc1ccn(Cc2ccccc2)n1)c1ccc2c(c1)OCO2 | 1593 | 1412
O=C1NCCN(Cc2ccc(Cl)c(F)c2)C1CC(=O)N1CCCO1 (stereo not drawn) | 1504 | 1565
O=c1c(-c2ccc(O)cc2)coc2cc(OC3OC(CO)C(O)C(O)C3O)cc(O)c12 (stereo not drawn) | 1554 | 1285
COc1ccc(OCC(O)CNCc2ccco2)cc1 (stereo not drawn) | 1907 | 1613
CN1C[C@@H]2C[C@@H](c3ccc(C#CC(C)(C)O)s3)N3CCC[C@@]23C1=O | 1676 | 1631
O=C(N/N=C/c1ccccc1Cl)c1n[nH]c2c1CCCC2 | 1825 | 1610
Cc1ccc(C2(c3noc(CN4CCC(c5ccncc5)CC4)n3)CCCC2)cc1 | 1878 | 1787
COc1ccc(CC(=O)Nc2ccc(C(=O)NC(C)(C)C)cc2)cc1 | 1585 | 1347
N/C(=N\OC(=O)COc1ccc2ccccc2c1Br)c1ccncc1 | 1979 | 1823
NC(N)=NC(N)=Nc1ccc(SC(F)(F)F)cc1 | 1911 | 1654
CCCCn1c(=O)[nH]c(=O)c2c1nc(-c1ccc(C)c([N+](=O)[O-])c1)n2CC | 1518 | 1473
Cc1ccc(N2CC(C(=O)Nc3c(C)n(C)n(-c4ccccc4)c3=O)CC2=O)cc1 (stereo not drawn) | 1711 | 1637
Nc1c(-c2ccccc2)c(CSc2nc3ccccc3[nH]2)nn1-c1cccc(C(=O)O)c1 | 1866 | 1724
Cc1cccn2c(=O)c3cc(C(=O)NCCCn4ccnc4)n(C)c3nc12 | 1617 | 1652
COc1cc(NC(=S)NCc2ccco2)cc(OC)c1OC | 1798 | 1651
CN(Cc1nc(Cc2cccc(C(F)(F)F)c2)no1)C1CC(C)(C)NC(C)(C)C1 | 1876 | 1635
O=C(/C=C/c1ccc2c(c1)OCO2)Nc1cc(S(=O)(=O)N2CCOCC2)ccc1N1CCOCC1 | 1773 | 1573
O=C(c1cc2cc(C(F)(F)F)ccc2s1)N1CCOCC1 | 1882 | 1694
CCOC(=O)COc1ccc(C2NC(C(=O)O)CS2)cc1 (stereo not drawn) | 1742 | 1550
O=C(COC(=O)Cc1c(F)cccc1Cl)NCCC1=CCCCC1 | 1855 | 1616
COc1ccc(CC(C)N2CCN(c3ccccc3OC)CC2)cc1OC (stereo not drawn) | 1926 | 1612
CSc1nc(C)c2c(n1)N(c1ccc(O)cc1)CC2 | 1873 | 1699
CCNc1nc(SC(C)C(=O)OC)nc(N2CCOCC2)n1 (stereo not drawn) | 1814 | 1631
NC(=O)C1=C[C@@H](c2coc3ccccc3c2=O)C[C@@H](OCc2ccc(CO)cc2)O1 | 1663 | 1412
COc1ccc(OCC(=O)Nc2cc3oc4ccccc4c3cc2OC)cc1 | 1823 | 1703
COc1ccc(CCC(=O)Nc2ccc(C)c(S(=O)(=O)N(C)C)c2)cc1OC | 1760 | 1689
O=C(COC(=O)c1nn(-c2ccccc2)c(=O)c2ccccc12)NC1CCS(=O)(=O)C1 (stereo not drawn) | 1591 | 1578
O=C(CCN1C(=O)S/C(=C\c2cccs2)C1=O)Nc1nccs1 | 1673 | 1594
COc1cccc(C(=O)C2CCCN(C/C=C/c3ccccc3OC)C2)c1 (stereo not drawn) | 1723 | 1564
COc1ccc(-c2csc(Nc3ccc(S(=O)(=O)Nc4cc(OC)nc(OC)n4)cc3)n2)cc1 | 1747 | 1599
CCOc1ccc(C(CC(=O)O)NC(=O)c2sc3ccccc3c2Cl)cc1 (stereo not drawn) | 1985 | 1702
CC1CCN(S(=O)(=O)N2CCC(C(=O)O)CC2)CC1 | 1931 | 1828
CCOC(=O)C1=C(C)NC(=O)N(C(C)=O)C1c1ccc(Cl)cc1 (stereo not drawn) | 1827 | 1488
O=C(NOC(=O)c1ccccc1F)c1ccc(OC(F)F)cc1 | 1887 | 1367
COc1ccc(C2=NN(C(=O)c3cccnc3)C(c3ccccc3)C2)cc1 (stereo not drawn) | 1842 | 1666
NS(=O)(=O)c1ccc(NC(=O)CN2C(=O)C3C4C=CC(C4)C3C2=O)cc1 (stereo not drawn) | 1815 | 1850
CC(Nc1cc(N2CCOCC2)ccc1[N+](=O)[O-])c1ccccc1 (stereo not drawn) | 1896 | 1449
COc1cc(/C=N/NC(=O)c2nc(-c3ccccc3)n(-c3ccccc3)n2)ccc1O | 1843 | 1568
CCOc1cc(C=O)ccc1OCC(=O)NC(C)(C)C | 1680 | 1710
CC1CCCCC1NC(=O)CSCC(=O)O (stereo not drawn) | 1529 | 1435
c1ccc2c(c1)COC(CNC1CCCCC1)OC2 | 1698 | 1506
CCOC(=O)c1c(CN(C)C)n(-c2ccccc2)c2cc(Br)c(O)cc12 | 2072 | 1485
CCN(CC)S(=O)(=O)c1ccc2c(c1)N(CC(=O)NCCc1ccc(S(N)(=O)=O)cc1)C(=O)CO2 | 1825 | 1592
CCC12CN3CCN(CC(C3)/C1=N\NC(=O)Nc1ccccc1)C2 | 1876 | 1469
Cc1cc(C)cc(NC(=O)C2CCCN2/C=C/C(=O)C(F)(F)F)c1 (stereo not drawn) | 1731 | 1497
Cc1ccc(S(=O)(=O)N2CCCC(C(=O)Nc3ccc(C(=O)O)cc3)C2)cc1Cl (stereo not drawn) | 1652 | 1549
CCc1cccc(OCCn2nc(C(=O)O)c3ccccc3c2=O)c1 | 1801 | 1504
Cc1c(CN2CCCC(C(=O)c3cccc(OC(C)C)c3)C2)c(=O)n(-c2ccccc2)n1C (stereo not drawn) | 1664 | 1603
Cc1sc(NC(=O)CCC(=O)O)c(C(N)=O)c1-c1ccccc1 | 1682 | 1639
COc1cc2ncnc(NCc3cccc(Cl)c3)c2cc1OC | 1685 | 1605
CC(C)N1CCC(N2CCN(Cc3ccc(C#CC(C)(C)O)s3)CC2CCO)CC1 (stereo not drawn) | 1508 | 1560
CCCCC(c1nnnn1CCOC)N1CCN(C(=O)c2ccco2)CC1 (stereo not drawn) | 1443 | 1636
COc1ccccc1N(C)S(=O)(=O)c1ccc(C(=O)OCC(=O)Nc2cc(C)on2)cc1 | 1719 | 1450
Cc1ccc(Oc2ncccc2CO)cc1 | 1720 | 1528
COCCNC(=O)Cn1c(=O)n(CCC(=O)NCCc2ccccc2)c(=O)c2ccccc21 | 1655 | 1567
Cc1ccc2c3c(cccc13)-c1ccccc1C2=O | 1880 | 1676

Next part
SMILES | SRC1 TRFRET art | SRC3 TRFRET art
COc1ccccc1CNC(=O)CSc1ccc(-c2ccccn2)nn1 | 1880 | 1686
COc1ccc(C(CC(=O)O)NC(=O)Cc2ccccc2)cc1OC (stereo not drawn) | 1702 | 1641
C=CCNC(=O)/C(C#N)=C/c1ccc(C(=O)O)cc1 | 1838 | 1542
C#CCNC(=O)C1=C[C@@H](c2csc3ccccc23)C[C@@H](OCc2ccc(CO)cc2)O1 | 1687 | 1665
Cc1ccc(C)c(NC(=O)c2sc(Cl)nc2C)c1 | 1644 | 1675
CCc1cccc(CC)c1NC(=O)COC(=O)c1ccc2c(c1)S(=O)(=O)c1ccccc1C2=O | 1730 | 1670
CCOC(=O)c1c(C)[nH]c(C(=O)COC(=O)CNC(=O)c2ccccc2Cl)c1C | 1688 | 1402
Oc1ccccc1-c1cc(-c2ccc3c(c2)OCCO3)n[nH]1 | 1852 | 1731
O=C1CCC(C(=O)NCc2ccc3c(c2)OCO3)N1 (stereo not drawn) | 1978 | 1468
CCOC(=O)c1cc(-c2ccc(OC)cc2OC)nn1-c1ccc(C(=O)O)cc1 | 1839 | 1620
O=C(c1nnc(-c2ccccc2)o1)C1CC1 | 1611 | 1408
O=C(COC(=O)CCC1CCCC1)NCc1ccc(Cl)cc1 | 1804 | 1484
COc1ccc(C(=O)N2CCN(c3ccc([N+](=O)[O-])c(NCCc4ccc(OC)c(OC)c4)c3)CC2)cc1 | 2147 | 1670
O=C1CCC(C(=O)Nc2cccc(S(=O)(=O)N3CCOCC3)c2)N1 (stereo not drawn) | 1929 | 1634
CN(C)c1ccc(N=Cc2nc(-c3ccccc3)oc2OC(=O)c2cccc(Cl)c2)cc1 | 1899 | 1626
CCN1CCN(c2nc(N)c([N+](=O)[O-])c(Nc3cccc(C)c3)n2)CC1 | 1799 | 1668
C#CCn1cc(/C=N/NC(=O)c2cc3ccccc3o2)c2ccccc21 | 1528 | 1430
Cn1cc(Cl)c(C(=O)NNC(=S)Nc2cccc(Cl)c2)n1 | 1733 | 1506
CC(=O)CCc1oc2ccc([N+](=O)[O-])cc2c1-c1ccc(C)o1 | 1960 | 1631
COc1ccc(/C=C(\NC(=O)/C=C/c2ccco2)C(=O)NCCc2nc3ccccc3[nH]2)cc1 | 1779 | 1655
CC1CCN(S(=O)(=O)c2cccc(C(=O)Nc3ccccc3)c2)CC1 | 1902 | 1495
COc1cccc(C2(c3cccc(OC)c3)CC2C(=O)Nc2ccc(F)cc2)c1 (stereo not drawn) | 1577 | 1538
CC(C)(C)C(=O)CSc1nc2ccccc2o1 | 1751 | 1356
Cc1ccc(Oc2c(F)c(F)nc(N3CCCC3)c2F)cc1 | 1867 | 1547
CCOC(=O)N1CCN(C(=O)c2ccc(CS(=O)(=O)c3ccc(OC)cc3)o2)CC1 | 1742 | 1649
O=c1cc(CSc2nnnn2-c2ccc(O)cc2)nc2sccn12 | 1697 | 1556
O=C(C1CSC2(c3ccc(F)cc3)CCC(=O)N12)N1CCCCCC1 (stereo not drawn) | 2023 | 1493
O=C(NCc1ccccc1)C1(c2cccc(F)c2)CCCC1 | 2015 | 1724
Cc1cc(C(=O)N2CCCC(C(=O)c3ccc4ccccc4c3)C2)n(C)n1 (stereo not drawn) | 1664 | 1493
c1ccc2oc(-c3[nH]ncc3CN3CCSCC3)cc2c1 | 1716 | 1716
O=C(NCCc1ccccc1)c1cccc([N+](=O)[O-])c1 | 1809 | 1570
COc1ccc(C2NC(c3ccc(OC)cc3)C([N+](=O)[O-])C(C)(C)C2[N+](=O)[O-])cc1 (stereo not drawn) | 1609 | 1646
CSc1nc2n(n1)C(C)C1=C(CCCC1=O)N2 (stereo not drawn) | 1629 | 1575
O=C(Nc1ccc(OCC(=O)N2CCOCC2)cc1)c1cncc(Br)c1 | 1878 | 1479
COC(=O)c1cn(Cc2cccc(C)c2)nn1 | 1868 | 1546
Cc1ccc(NC(=O)CSc2nnc(C3CC3)n2N)cc1S(=O)(=O)N1CCOCC1 | 1604 | 1716
C=CCNC(=O)/C(C#N)=C/c1ccc(C)o1 | 1480 | 1567
COc1cc(C2C(C#N)=C(N)Oc3c2ccc2ccccc32)ccc1OCC(=O)Nc1cccc(C)c1 (stereo not drawn) | 1915 | 1579
O=P(Cc1cccc[n+]1[O-])(c1ccccc1)c1ccccc1 | 2124 | 1804
C/C(O)=c1/cnc2nc3ccccc3n2c1=O | 2013 | 1646

Among those listed so far, these contain bromine:
SMILES | SRC1 TRFRET art | SRC3 TRFRET art
N/C(=N\OC(=O)COc1ccc2ccccc2c1Br)c1ccncc1 | 1979 | 1823
CCOC(=O)c1c(CN(C)C)n(-c2ccccc2)c2cc(Br)c(O)cc12 | 2072 | 1485
O=C(Nc1ccc(OCC(=O)N2CCOCC2)cc1)c1cncc(Br)c1 | 1878 | 1479

(continued)
SMILES | SRC1 TRFRET art | SRC3 TRFRET art
C[C@H](NC(=O)c1nc[nH]c1C(=O)NCCCCCNC(=O)OC(C)(C)C)C(=O)OC(C)(C)C | 1671 | 1512
O=[N+]([O-])c1cccc(-c2c[n+]3c(n2-c2ccccc2)SCC3)c1 | 1856 | 1642
COc1ccc(S(=O)(=O)N[C@@H](C)C(=O)OCC(=O)Nc2cc3oc4ccccc4c3cc2OC)cc1 | 1629 | 1502
CCOC(=O)Nc1nnc(Cc2ccc(Cl)c(Cl)c2)s1 | 1776 | 1535
CCOC(=O)C1(CCc2ccccc2)CCN(C(=O)C2CCOCC2)CC1 | 1486 | 1416
N#CCC(=O)NCCCc1ccccc1 | 1790 | 1589
Cn1c(=O)c2c(ncn2CC(=O)N/N=C/C=C/c2ccccc2)n(C)c1=O | 1646 | 1520
CCOC(=O)Cc1c(Sc2ccccc2)c2cc(C)ccc2n1C | 1900 | 1560
COc1ccc(NC(=O)c2ccc(COc3ccc(C)cc3)o2)cc1 | 1818 | 1660
CCn1cc(C(=O)N2CCN(c3ccc(F)cc3)CC2)c2cc(OC)c(OC)cc2c1=O | 1756 | 1351
Cc1nnc(SCC(=O)Nc2cccc(C(F)(F)F)c2)n1Cc1ccco1 | 1766 | 1722
Cn1c(CNC(=O)c2ccco2)nnc1SCC(=O)Nc1cccc(F)c1 | 1693 | 1579
CN(C)C(=O)COC(=O)c1ccccc1OCC(=O)Nc1ccc(SC(F)F)cc1 | 1657 | 1382
COc1ccc(-c2csc(N(C)C(=O)c3cccs3)n2)cc1 | 2036 | 1806
Cc1nnc(SCc2cccc3ccccc23)n(N)c1=O | 1801 | 1552
Cc1ccc2nc(N(CCCN(C)C)C(=O)c3ccc4c(c3)CCCC4)sc2c1 | 1869 | 1649
O=C1Nc2cc(Cl)c(Cl)cc2N(O)N1c1ccccc1Cl | 1730 | 1589
COc1ccc(C(=O)NNC(=O)c2ccccn2)cc1 | 1445 | 1572
COc1ccc(C2=NNC(c3ccco3)=Nc3ccc(F)cc32)cc1 | 1841 | 1487
CCc1cc2c(nc1CC)CCN(CC/C(C)=N/OC[C@H]1O[C@H](c3ccccc3)C=C[C@@H]1Oc1ccc(OC)cc1)C2 | 1603 | 1425
